# M1AAP inhibition: P. falciparum M1AAP inhibitors, biochemical, fluorogenic H-Leu-NHMec substrate, 1536-well (AID 1445); recombinant M1AAP, H-Leu-NHMec fluorogenic kinetic assay; higher % means a stronger effect; one-dose inhibition, % at 30 µM; IC50 in µM for titrated hits; 220,000 tested, 0.42% active;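 active = primary inhibition above the hit cutoff, then over 50% inhibition at one or more dose response concentrations, cut at about 23% in these data, passing the limit was not always enough; inconclusive = conflicting primary data, or primary hits not chosen for dose response; inactive = low primary inhibition, or under 50% at every dose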;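 note: plate controls were DMSO full reaction for no effect and no enzyme background for full effect; strong numbers were not always called active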
# WT yeast gro inh: growth inhibition of WT yeast, mitochondrial fusion screen | AID 1362 | inhibition, % at 10 µM | 190,000 tested, 2.1% active | mitochondrial fusion phenotypic screen, WT strain; in the data active = inhibition above about 58%; tested in S. cerevisiae
# Myeloid diff MLP: myeloid differentiation induction | ER-HoxA9 myeloid progenitors, lysozyme-GFP differentiation, flow cytometry | 360,000 tested, 1% active | AID 624256 | calls only at 10 µM;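 active = normalized GFP-positive differentiation at or above the plate's own cutoff, the solvent-only control mean plus 3 SD; inconclusive = no clear call, values can overlap the other calls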;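 note: cells exposed to compound for four days before flow analysis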
# human PMI inhibitors: MPI inhibition at elevated mannose 6-phosphate – biochemical, fluorescence intensity, high mannose 6-phosphate, primary screen (AID 1220) | 190,000 tested, 0.66% active | one-dose inhibition, % at 20 µM; IC50 in µM for titrated hits | recombinant PMI enzyme, coupled fluorescence intensity; higher % means a stronger effect
# human PMI inhibition: inhibitors of human PMI, primary screen, biochemical, fluorescence intensity, coupled assay (AID 1209). purified PMI enzyme, coupled fluorescence intensity; higher % means a stronger effect. inhibition, % at 20 µM; hits with a dose series show IC50 in µM. 190,000 tested, 0.42% active;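 note: plate controls were DMSO vehicle for no effect and wells lacking substrate for full effect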
# K1F lysis inhibition: inhibition of K1F phage lysis, E. coli UTI89, bacterial capsule biogenesis inhibitors, alamar blue (AID 488966); 340,000 tested, 0.02% active; one-dose inhibition, % at 100 µM; IC50 in µM for titrated hits; E. coli UTI89 K1F phage lysis, alamar blue, 2 h; higher % means a stronger effect;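 active = phage lysis inhibition, versus mean bacterial control, above a set limit; inconclusive = no clear call, values can overlap the other calls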;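 note: capsule biogenesis inhibitors block K1F phage lysis so surviving cells raise fluorescence; higher fluorescence means more inhibition of phage lysis; actives were called in the ten point dose series up to 300 µM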
# TNAP activation fold: human TNAP enzyme activators, primary screen, biochemical, luminescent, no phosphate acceptor, uHTS (AID 1001); purified TNAP, luminescent activation assay, no phosphate acceptor; higher activation fold means a stronger effect; activation fold at 20 µM, or EC50 in µM where a hit was titrated; 200,000 tested, 0.03% active; in the data active = activation fold from about 3, or a potency from the dose series; inactive = the rest, 99 in 100 with activation fold below about 1.6; note: many of its hits are not listed in these tables
# CSM14.1 death rescue: rescue of cells from ER stress-induced death, primary screen, 384-well, CSM14.1, thapsigargin, ATP luminescence (AID 1222) | CSM14.1 thapsigargin-induced death rescue, ATP luminescence; higher % means a stronger effect | one-dose cellular ATP content (survival), % at 20 µM; EC50 in µM for titrated hits | 190,000 tested, under 10 active;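 active = EC50 below 50 µM in the dose-response confirmation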;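 note: death triggered by thapsigargin at about 15 µM added after 2 h compound pretreatment; cell ATP read after overnight thapsigargin exposure of roughly 18 to 22 hours; normalized against plate controls of thapsigargin alone and 5% DMSO vehicle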
# Hep lipid drop: modulators of hepatic lipid droplet formation; AML12 mouse hepatocytes, oleate lipid droplets, BODIPY imaging; AID 1656; 240,000 tested, 0.4% active; inhibition, % at 6.5 µM;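 active = lipid droplet intensity inhibited by at least 50%, with more than 500 cells counted; inconclusive = wells with under 300 cells, treated as cytotoxic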
#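 Material – AML12 mouse liver cells · Also added – oleate loading, 100 µM · Compound dosing – 6.5 µM single-point dosing · Times – overnight treatment with compound plus oleate · Measured by – fluorescence imaging, 20x objective, two fields per well · Read-out – percent inhibition of filter-corrected integrated lipid droplet intensity per well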
# WT yeast gro inh mutant strain: further read-out of WT yeast gro inh, marked with its call; inhibition, %; mitochondrial fusion phenotypic screen, mutant strain inhibition
# Hep lipid drop cells 6.5 µM: second read-out of Hep lipid drop, no call of its own (marks repeat the call); cell count; measured here: cell count, cytotoxicity flag;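 cells counted across two imaged fields per well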
# Myeloid diff MLP GFP+ MAC1+ %: recorded beside Myeloid diff MLP, whose call it bears; GFP+ MAC1+ double positive, %; measured here: differentiation confirmed by MAC1 staining
# An asterisk follows results filed as active; i = inactive; u = inconclusive; x = no result given; [ ] = remark or other dose. Cut-off read from the data, not from the text of the source, unless noted: active = inhibition above about 50%; inactive = the rest.
smiles	M1AAP inhibition	WT yeast gro inh	WT yeast gro inh mutant strain	Myeloid diff MLP	Myeloid diff MLP GFP+ MAC1+ %	human PMI inhibitors	human PMI inhibition	K1F lysis inhibition	TNAP activation fold	CSM14.1 death rescue	Hep lipid drop	Hep lipid drop cells 6.5 µM
CC(=O)Nc1cc(C(=O)N(C)Cc2ccco2)ccc1Sc1ccc(C)cc1	3%	17	1	i	0.6	-4%	7%	-1.6%	1	1.3%	-2	670
C=CCSc1nnc(-c2cc3c(C(F)(F)F)nn(C)c3s2)n1C	5%	6	6	i	0.6	-2%	-3%	0.9%	1.1	0.9%	x	x
O=C(CS(=O)(=O)c1cn(Cc2ccc(Cl)cc2)c2ccccc12)N1CCOCC1	-2%	16	6	i	2.0	4%	9%	0.8%	1	x	6	695
Cc1cc2c(NC(=O)Nc3ccc(C(F)(F)F)cc3)cccc2nn1	5%	x	x	i	0.2	x	x	0.3%	x	x	0	707
Cc1cc2c(c(=O)o1)C(C(C)C)C(C#N)=C(N)O2 (stereo unspecified)	10%	1	14	i	1.6	1%	2%	2.4%	1.1	1.1%	x	x
Cc1nnc(NC(=O)CCC(=O)NCc2ccco2)s1	1%	-7	1	i	1.0	-7%	-1%	0.4%	1.1	-0.3%	x	x
Cc1nc(SCC(=O)N2CCc3ccccc3C2)c2c(C)c(C)sc2n1	3%	33	16	i	2.3	16%	10%	-0.2%	0.9	0.2%	-6	575
CCCC(=O)n1nc(-c2cccnc2)nc1NCc1ccccc1	-2%	-8	1	i	0.2	1%	3%	0.3%	0.9	-0.1%	-7	577
COc1ccc(Oc2nc(C)cc(C)c2S(=O)(=O)c2ccc(C)cc2)cc1	4%	-6	0	i	1.5	7%	7%	1.1%	1.1	-0.4%	x	x
Cc1ccc(S(=O)(=O)N2CCN(C)CC2)c(C)c1	1%	-22	-3	i	1.0	-8%	-7%	0.2%	1	2.7%	-3	744
COc1ccc(CN(C(=O)CN2C(=O)c3ccccc3S2(=O)=O)C(C(=O)NCC2CCCO2)c2ccncc2)cc1 (stereo unspecified)	-7%	12	-10	i	0.5	4%	9%	2.0%[50 µM]	1.1	-2.1%	-1	661
Cc1cc2nc(N)sc2cc1C	0%	58	67	i	0.9	3%	1%	-0.3%	1.1	-3.2%	-10	624
Cc1cc(C(=O)COC(=O)Cc2n[nH]c(=O)c3ccccc23)c(C)n1-c1ccc2c(c1)OCCO2	4%	35	9	i	1.1	24%	13%	-7.5%	1.1	-0.1%	-36	542
O=S(=O)(c1ccc(Oc2ccc3oc4ccccc4c3c2)nc1)N1CCCC1	6%	10	7	i	0.5	9%	10%	1.3%	1.1	-0.4%	x	x
Cc1ccc(NC(=O)C(C)c2ccc(-c3ccccc3)c(F)c2)cc1 (stereo unspecified)	16%	x	x	i	0.7	12%	16%	-0.2%	1.1	5.3%	26	789
CN(C)C(=O)CNC(=O)C1CCCCC1	2%	-5	3	i	0.7	-3%	-2%	1.3%	1.1	-0.9%	x	x
O=C(Nc1ccccc1C(=O)N1CCCC1)c1ccccc1	2%	4	7	i	4.9	-2%	8%	0.5%	1.1	0.6%	0	694
CC(=O)Nc1sc2c(c1C(N)=O)CCCC2	2%	-1	1	i	1.3	-1%	0%	-4.9%	1.1	-0.7%	x	x
Cc1scc(C(=O)NNC(=S)NCC2CCCO2)c1-c1ccccc1 (stereo unspecified)	-9%	-11	5	i	0.4	-1%	-3%	4.1%	2.9	-0.7%	-3	753
CNC(=O)COC(=O)/C=C/c1nc2ccccc2s1	5%	5	-3	i	0.6	-4%	-6%	0.1%	1.1	-0.2%	10	719
CCc1nnc2n1N=C(c1cccc([N+](=O)[O-])c1)CS2	7%	x	x	i	0.3	x	x	0.1%	x	x	9	726
O=C(CCSc1nc(-c2ccco2)cc(C(F)(F)F)n1)N1CCN(c2ccccn2)CC1	5%	29	4	i	0.9	3%	13%	0.0%	1.1	-1.7%	-25	763
COc1cc(OC)c2c(-c3ccccc3)cc(=O)oc2c1C(CC(=O)N1CCOCC1)c1ccc2c(c1)OCO2 (stereo unspecified)	9%	x	x	i	2.7	x	x	-0.1%	x	x	7	672
O=C(CN1CCN(C(c2ccccc2)c2ccccc2)CC1)N1N=CCC1c1ccccc1 (stereo unspecified)	2%	x	x	i	0.6	x	x	-0.3%	x	x	12	769
CC(C)(C)NC(=O)CN(Cc1cccs1)C(=O)CCC(=O)Nc1nccs1	3%	-7	-13	i	7.6	2%	-1%	0.8%	1.1	-0.5%	x	x
CNC(=S)SCCOc1ccccc1C	-1%	20	-5	i	0.3	8%	14%	-0.2%	0.5	-1.3%	1	703
CCOc1ncccc1C(=O)Oc1ccc2c(c1)OCO2	4%	-8	-3	i	0.6	-4%	-1%	1.8%	1	0.5%	2	780
COC(=O)c1cn(Nc2ncc(C(F)(F)F)cc2Cl)c(=O)c2ccccc12	-3%	12	-9	i	0.3	-2%	2%	1.2%	1.2	-1.3%	15	817
COC(=O)c1[nH]c2cc(OC)ccc2c1NC(=O)CCN1CCN(c2ccccc2)CC1	6%	2	2	i	0.9	0%	3%	0.5%	1	-2.7%	-9	733
COc1cc(-c2n[nH]c(=S)n2-c2ccc(C)cc2)cc(OC)c1OC	4%	6	8	i	0.1	2%	6%	0.1%	1	-1.8%	2	703

# The final 3 records of the section above open the next one:
smiles	M1AAP inhibition	WT yeast gro inh	WT yeast gro inh mutant strain	Myeloid diff MLP	Myeloid diff MLP GFP+ MAC1+ %	human PMI inhibitors	human PMI inhibition	K1F lysis inhibition	TNAP activation fold	CSM14.1 death rescue	Hep lipid drop	Hep lipid drop cells 6.5 µM
COC(=O)c1cn(Nc2ncc(C(F)(F)F)cc2Cl)c(=O)c2ccccc12	-3%	12	-9	i	0.3	-2%	2%	1.2%	1.2	-1.3%	15	817
COC(=O)c1[nH]c2cc(OC)ccc2c1NC(=O)CCN1CCN(c2ccccc2)CC1	6%	2	2	i	0.9	0%	3%	0.5%	1	-2.7%	-9	733
COc1cc(-c2n[nH]c(=S)n2-c2ccc(C)cc2)cc(OC)c1OC	4%	6	8	i	0.1	2%	6%	0.1%	1	-1.8%	2	703
O=c1cc(CSc2ccccn2)[nH]c(=O)[nH]1	-1%	-30	-19	i	0.6	12%	8%	0.2%	1.1	-1.8%	x	x
Cc1cc(-c2ccccc2N)n[nH]1	17%	-2	-6	i	2.5	-4%	-1%	0.0%	0.7	-1.3%	x	x
CC(C)(C)N(C(=O)Cn1nnc(-c2ccc(F)cc2)n1)C(C(=O)NC1CCCC1)c1ccncc1 (stereo unspecified)	3%	-3	7	i	0.6	18%	15%	1.1%	1	-2.0%	-5	689
Cc1cc(=O)oc2cc(OCC(=O)NCCc3nc4ccccc4[nH]3)ccc12	16%	7	9	i	0.7	-6%	0%	0.1%	1	-1.4%	x	x
N#Cc1cccc(CSc2nnc(CCCO)n2-c2ccccc2)c1	-1%	24	1	i	0.8	-5%	-6%	-0.3%	1	-1.2%	x	x
CCOc1cc(N2CCOCC2)c(OCC)cc1NC(=O)COC(=O)c1cc(C)cc(C)c1	5%	12	1	i	0.6	18%	19%	0.2%	1	1.7%	31	484
C/C(Cl)=C\Cn1c(O)c(N=NC(N)=S)c2ccccc21	63µM*	-31	-22	i	0.2	8%	15%	-0.6%	0.9	0.5%	-2	652
CCOC(=O)C1CCN(C(=O)COC(=O)COc2ccccc2OC)CC1	1%	-14	-74	i	1.0	10%	0%	0.5%	1.1	-1.3%	x	x
O=c1cc(CSc2nnc(-c3ccccc3)o2)c2ccccc2[nH]1	11%	4	-3	i	2.0	-9%	-4%	0.9%	1	-2.0%	-7	755
Cc1[nH]c2ccccc2c1C(C[N+](=O)[O-])c1cccs1 (stereo unspecified)	2%	-9	-34	i	0.2	-1%	8%	0.0%	1.1	-1.0%	-28	681
CC1CCC2(CC1)NC(=O)N(CC(=O)Nc1cccc(S(=O)(=O)N3CCOCC3)c1)C2=O (stereo unspecified)	-1%	x	x	i	0.9	x	x	0.0%	x	x	-2	661
COc1ccc(S(=O)(=O)N2CCOCC2)cc1NC(=O)CSc1n[nH]c(=O)n1C1CC1	2%	-4	3	u	x	-9%	-16%	2.6%	0.9	-0.5%	-13	644
CCCC(=O)NC(=S)Nc1cc(-c2nc3ncccc3o2)ccc1C	2%	x	x	i	0.6	x	x	0.4%	x	x	0	741
c1ccc2c(c1)nc1sccn12	3%	-21	-18	i	1.6	-5%	-1%	0.2%	1.1	-2.1%	x	x
O=C(Nc1ccc2c(c1)nc1n2CCSC1)c1ccccc1	4%	24	28	i	0.6	7%	10%	-0.1%	0.7	x	6	710
Oc1ccc(/C=N/Nc2cccc3cccnc23)c(O)c1	9%	0	1	i	13	-80%	-40%	-0.1%	1.1	-1.6%	-19	664
Cc1ccc2cc(CN(Cc3ccco3)C(=O)NC3CCCCC3)c(=O)[nH]c2c1C	10%	29	8	i	14	4%	11%	2.5%[50 µM]	1	1.6%	-16	773
O=C(CCn1nnc2ccccc21)Nc1nnc(COc2ccc(F)cc2)s1	-7%	-11	-9	i	1.9	-2%	0%	0.2%	1.1	-0.9%	x	x
COc1ccc(NC(=O)C2CCCN(S(=O)(=O)c3cccnc3)C2)cc1OC (stereo unspecified)	15%	x	x	i	0.8	x	x	1.4%	x	x	-1	695
O=C(COC(=O)Cc1ccc(Cl)cc1)Nc1ccccc1-c1ccccc1	5%	5	1	i	0.6	14%	24%	2.8%	1.1	0.5%	16	702
O=C(COC(=O)C1CC2C=CC1C2)Nc1ccccc1F (stereo unspecified)	8%	8	3	i	0.4	9%	15%	0.2%	1.1	-0.9%	7	669
Cc1noc(/C=C/N(C)C)c1S(=O)(=O)N1CCCC(C(=O)N2CCCCC2)C1 (stereo unspecified)	3%	-9	-2	i	1.3	15%	12%	-0.8%	1.1	x	-4	633
CCSC1=C(C#N)C(c2cccc(OC)c2)CC(=O)N1 (stereo unspecified)	10%	-6	-34	i	1.9	4%	10%	0.7%	1.2	x	15	716
CC1Cc2ccccc2N1S(=O)(=O)c1cccc(C(=O)NC2CC2)c1 (stereo unspecified)	1%	-4	4	i	0.5	3%	6%	0.0%	1.1	-1.7%	x	x
